CIT2 TOR yeast – modulators of TOR pathway CIT2-GFP in S. cerevisiae. GFP response vs DMSO, % at 10 µM. S. cerevisiae CIT2-GFP strain, flow cytometry, 3 h; 100 means same as DMSO wells. hit rate 0.065% among 320,000;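 active = GFP response relative to DMSO above a set limit, near the screen mean plus 3 SD, cut at about 150% in these data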;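 also: ratio of well median GFP fluorescence to mean of DMSO wells on the plate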
proCasp7 act – activates human procaspase-7, counter-screen for procaspase-3 activators. P55210. recombinant procaspase-7, Ac-DEVD-pNA absorbance 405 nm; D23A/D198A/D206A triple mutant, cannot self-cleave; scale: DMSO 0, 5 µM enzyme 100. activation, % at 8.5 µM. hit rate 0.093% among 330,000. AID 463210;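 active = percent activation above the screen-wide mean plus 3 SD, cut at about 25% in these data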
Target sequence (P55210 whole entry D23A/D198A/D206A): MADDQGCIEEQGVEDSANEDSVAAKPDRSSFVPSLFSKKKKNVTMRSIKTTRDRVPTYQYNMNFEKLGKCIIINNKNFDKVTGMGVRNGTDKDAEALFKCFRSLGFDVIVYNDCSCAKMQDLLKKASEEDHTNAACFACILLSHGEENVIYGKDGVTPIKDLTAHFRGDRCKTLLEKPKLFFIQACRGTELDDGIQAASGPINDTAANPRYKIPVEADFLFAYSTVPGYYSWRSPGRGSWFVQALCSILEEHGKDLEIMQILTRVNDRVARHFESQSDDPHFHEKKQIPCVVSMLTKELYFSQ
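Assay system – Uncleavable procaspase-7 mutant enzyme · Quantity – 2 µM procaspase-7 mutant as dispensed · Times – 1 h preincubation, 2 h reaction · Dosing – single nominal 8.5 µM compound dose, 0.8% DMSO final · Buffer or medium – Zinc-free 50 mM HEPES buffer, pH 7.4, with NaCl and Triton X-100 · Detection – Epi-absorbance of released pNA at 405 nm, two timepoints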
RPL19A TOR yeast – modulators of TOR pathway RPL19A-GFP in S. cerevisiae | S. cerevisiae RPL19A-GFP strain, flow cytometry, 3 h; hits give low values | percent response vs DMSO, % at 10 µM | hit rate 0.3% among 330,000;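 active = percent response vs DMSO below 50%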;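 also: median channel GFP fluorescence of the barcoded RPL19A-GFP strain; ratio of sample median GFP to plate DMSO average so 100% = DMSO; lower means less RPL19A-GFP as with rapamycin TOR inhibition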
AHR activator – activators of human aryl hydrocarbon receptor | P35869 | hit rate 2.5% among 320,000 | activation, % at 5 µM | AHR-responsive luciferase reporter cells, luminescence | AID 2796; in the data active = activation above about 47%;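 also: 0% = vehicle wells and 100% = reference agonist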
procasp3 activ – activators of human procaspase-3. P42574. recombinant procaspase-3 D3A, Ac-DEVD-pNA absorbance 405 nm. activation, % at 8.5 µM. hit rate 0.11% among 330,000. AID 463141;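 active = activation above the mean of all tested compounds plus 3 SD, cut at about 21% in these data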;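 also: 0% = DMSO alone and 100% = DMSO wells spiked with extra 5 µM PC-3 D3A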
Target sequence (P42574 whole entry D9A/D28A/D175A): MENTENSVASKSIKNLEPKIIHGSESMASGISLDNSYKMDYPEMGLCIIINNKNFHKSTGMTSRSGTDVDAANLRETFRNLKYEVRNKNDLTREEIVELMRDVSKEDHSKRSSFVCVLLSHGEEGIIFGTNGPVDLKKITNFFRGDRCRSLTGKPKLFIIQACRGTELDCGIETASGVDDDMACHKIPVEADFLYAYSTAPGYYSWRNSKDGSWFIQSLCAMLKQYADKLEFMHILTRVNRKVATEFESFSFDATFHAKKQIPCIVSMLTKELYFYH
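Test system: Procaspase-3 D3A mutant, all three cleavage aspartates alanine | Dosing: Single dose, 8.5 µM nominal compound, 0.8% DMSO | Schedule: 1 h preincubation, 2 h reaction | Technique: 405 nm absorbance of p-nitroaniline, reads at 0 and 120 min | Repeats: One well per compound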
AGP1 TOR yeast – yeast TOR pathway AGP1-GFP modulation; S. cerevisiae AGP1-GFP multiplex flow cytometry, 3 h; GFP as percent of DMSO wells; GFP response vs DMSO, % at 10 µM; hit rate 0.02% among 320,000; AID 2066;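 active = GFP response relative to DMSO above a set limit, near screen average plus 3 SD, cut at about 150% in these data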;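 also: median GFP channel fluorescence of the gated AGP1 strain per well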
MEP2 TOR yeast – yeast TOR pathway MEP2-GFP modulation; hit rate 0.51% among 330,000; S. cerevisiae MEP2-GFP strain, flow cytometry GFP, 3 h; 100% = DMSO control level; AID 2016; GFP response vs DMSO, % at 10 µM;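 active = GFP response versus DMSO above a set limit, roughly screen mean plus 3 SD, cut at about 180% in these data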;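 also: median GFP fluorescence of the barcode-gated MEP2-GFP cells per well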
LAP4 TOR yeast – yeast TOR pathway LAP4-GFP modulation; hit rate 0.34% among 320,000; S. cerevisiae LAP4-GFP multiplex, flow cytometry GFP, 3 h; median GFP as percent of DMSO wells; AID 2023; GFP response vs DMSO, % at 10 µM;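 active = GFP response vs DMSO above a set limit, about the screen mean plus 3 SD, cut at about 150% in these data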
* marks the source's active call; other numbers are inactive results; nt = no result given.

SMILES | CIT2 TOR yeast | proCasp7 act | RPL19A TOR yeast | AHR activator | procasp3 activ | AGP1 TOR yeast | MEP2 TOR yeast | LAP4 TOR yeast
CCCCn1c(N)c(N(CCOC)C(=O)c2cccc(S(=O)(=O)N(C)c3ccccc3)c2)c(=O)[nH]c1=O | 80 | 6 | 91 | 2 | 5 | 97 | 90 | 92
COc1ccc(N(CC(=O)NCc2ccco2)S(=O)(=O)c2ccccc2)cc1 | 101 | -3 | 97 | 0 | 2 | 97 | 100 | 90
C#CCN1N=C(c2ccc(C)cc2)CSC1=O | 88 | -1 | 97 | 0 | -9 | 97 | 94 | 115
Cc1ccc(-n2ncc3c(=O)n(CC(N)=O)cnc32)cc1C | 81 | -10 | 91 | 7 | 3 | 121 | 92 | 76
CC1=CC(C)(C)n2c(O)c(N=N)c3cc(C)cc1c32 | 98 | -4 | 108 | 13 | 3 | 101 | 106 | 111
O=C(CSCc1nc2c(nnn2Cc2ccc(F)cc2)c(=O)[nH]1)Nc1c(Cl)cc(Cl)cc1Cl | 99 | 1 | 106 | 0 | -10 | 97 | 106 | 96
CC(C)c1nc2cc(C(=O)N3CCN(c4cnccn4)CC3)ccc2o1 | 107 | -1 | 104 | 22 | -3 | 103 | 105 | 108
CN(C)c1ccc(/C=N/NC(=O)CN2CCCCC2)cc1Br | 98 | 4 | 101 | 5 | -5 | 102 | 111 | 97
COC(=O)c1cccnc1-n1c(=O)c2cccnc2n(CC(=O)Nc2ccc(Br)cc2)c1=O | 93 | -4 | 98 | 3 | 8 | 102 | 100 | 95
Cc1cc(N2CCCC(C(=O)Nc3cccc4ccccc34)C2)n2ncnc2n1 (stereo not drawn) | 102 | -7 | 103 | 17 | 5 | 107 | 106 | 101
Cc1c(NC(=O)c2cccs2)cccc1NC(=O)c1cccs1 | 96 | nt | 108 | nt | nt | 86 | 95 | 64
CCCCn1c(N)c(N(CCOC)C(=O)CSc2nnc(C)n2-c2ccc(OC)cc2)c(=O)[nH]c1=O | 108 | -6 | 92 | 6 | 5 | 102 | 93 | 98

In a second layout: results already given.
molecule,CIT2 TOR yeast,proCasp7 act,RPL19A TOR yeast,AHR activator,procasp3 activ,AGP1 TOR yeast,MEP2 TOR yeast,LAP4 TOR yeast
CCCCn1c(N)c(N(CCOC)C(=O)c2cccc(S(=O)(=O)N(C)c3ccccc3)c2)c(=O)[nH]c1=O,80,6,91,2,5,97,90,92
COc1ccc(N(CC(=O)NCc2ccco2)S(=O)(=O)c2ccccc2)cc1,101,-3,97,0,2,97,100,90
C#CCN1N=C(c2ccc(C)cc2)CSC1=O,88,-1,97,0,-9,97,94,115
Cc1ccc(-n2ncc3c(=O)n(CC(N)=O)cnc32)cc1C,81,-10,91,7,3,121,92,76
CC1=CC(C)(C)n2c(O)c(N=N)c3cc(C)cc1c32,98,-4,108,13,3,101,106,111
O=C(CSCc1nc2c(nnn2Cc2ccc(F)cc2)c(=O)[nH]1)Nc1c(Cl)cc(Cl)cc1Cl,99,1,106,0,-10,97,106,96

Next structures
SMILES | CIT2 TOR yeast | proCasp7 act | RPL19A TOR yeast | AHR activator | procasp3 activ | AGP1 TOR yeast | MEP2 TOR yeast | LAP4 TOR yeast
O=C(c1cccs1)N1CCN(C(=O)C(c2ccccc2)c2ccccc2)CC1 | 104 | 2 | 101 | -4 | -1 | 107 | 105 | 96
CN1CCN(C(=O)c2cccc(-c3cc(O)c4ncccc4c3)c2)CC1 | 92 | 9 | 94 | 0 | 0 | 93 | 94 | 97
O=C(COc1ccccc1)NC1CCSC1=O (stereo not drawn) | 109 | 7 | 99 | 0 | -3 | 104 | 103 | 103
CCCc1ccc(OC(=O)c2ccc(O)cc2Cl)cc1 | 80 | 2 | 95 | -1 | -7 | 86 | 96 | 120
COCc1nnc(NC(=O)COc2ccc3c(c2)OCO3)s1 | 95 | -21 | 97 | 10 | -9 | 96 | 87 | 80
CCOC(=O)Cc1csc(NC(=O)c2c(-c3c(Cl)cccc3Cl)noc2C)n1 | 97 | 6 | 99 | 6 | 2 | 100 | 102 | 100
COc1ccc(S(=O)(=O)NC(C)C(=O)NC2CC2)cc1C (stereo not drawn) | 108 | -1 | 106 | 0 | 4 | 93 | 102 | 76
Cc1ccc(NC(=O)CCNS(=O)(=O)c2ccc3c(c2)oc(=O)n3C)c(C)c1 | 92 | -4 | 102 | 4 | -4 | 98 | 101 | 97
Oc1cccc(/C=N/N2CCCCC2)c1O | 100 | -3 | 107 | 1 | -7 | 96 | 110 | 94
O=C(Cc1ccccc1F)OCC(=O)N1CCN(C(=O)c2ccco2)CC1 | 102 | 6 | 98 | 5 | 8 | 95 | 103 | 100
CC1=C(C(=O)Nc2ccccc2Cl)C(c2ccc(N(C)C)cc2)NC(=O)N1 (stereo not drawn) | 107 | 13 | 95 | -4 | -3 | 93 | 97 | 91
O=C(NC1CCCCCC1)c1ccc(=O)n(Cc2ccccc2)n1 | 98 | 3 | 100 | 0 | 4 | 95 | 96 | 94
COc1ccc(S(=O)(=O)n2cnc3ccccc32)cc1OC | 96 | -9 | 103 | 1 | 9 | 96 | 99 | 83
COc1ccc(-c2cc([C@H]3[C@@H]4C=CCC[C@@]4(C)C(=O)N3Cc3ccccc3)ccc2F)cc1OC | 66 | -4 | 93 | 1 | -2 | 79 | 93 | 125
O=C(NC1CCCC1)C(c1cccnc1)N(C(=O)c1csnn1)C1CCCC1 (stereo not drawn) | 106 | -9 | 107 | 1 | -11 | 107 | 97 | 102
CN1c2ccccc2C(O)=C(C(=O)Nc2ccccc2)S1(=O)=O | 96 | -2 | 96 | 17 | 0 | 93 | 92 | 88
CC1Cc2ccccc2N1C(=O)CN(C)S(=O)(=O)c1cccc2cccnc12 (stereo not drawn) | 92 | 5 | 94 | 33 | -2 | 94 | 113 | 108
CCN(CC(=O)Nc1ccc2c(c1)OCCO2)C(=O)CSCC(=O)Nc1ccc(C)cc1 | 93 | -3 | 90 | 3 | -3 | 97 | 97 | 92
Cc1nc2sccn2c(=O)c1S(=O)(=O)NCCc1ccc(Cl)cc1 | 101 | 4 | 97 | -1 | 4 | 92 | 108 | 97
O=C(Oc1cccc(NC2=NS(=O)(=O)c3ccccc32)c1)c1ccncc1 | 100 | 7 | 96 | 1 | 8 | 102 | 98 | 98
COCCCNC(=S)Nc1cc2oc3ccccc3c2cc1OC | 78 | nt | 103 | nt | nt | 80 | 98 | 89
CCOC(=O)c1ccc(NC(=O)CCNS(=O)(=O)c2ccc3c(c2)oc(=O)n3C)cc1 | 96 | 9 | 103 | 0 | 4 | 91 | 106 | 94
CCOc1ccc(N2Nc3n[nH]c(N)c3N2)cc1 | 89 | -7 | 95 | -8 | 2 | 102 | 103 | 95
COc1ccc(-n2nc(C(=O)Nc3nc4ccc(OC)cc4s3)c3ccccc3c2=O)cc1 | 107 | 1 | 102 | 1 | 5 | 99 | 106 | 92
CS(=O)(=O)N1CCN(C(=O)Cc2ccccc2)CC1 | 104 | -1 | 99 | 0 | 0 | 101 | 100 | 97
Nc1cc(S(=O)(=O)C(F)(F)F)ccc1C(=O)O | 91 | -6 | 102 | 2 | -2 | 101 | 105 | 99
CCOC(=O)C1CCN(C(=O)COC(=O)COc2ccccc2OC)CC1 | 107 | -2 | 100 | -2 | 8 | 104 | 97 | 108
Cc1cc(C)c2c(n1)nn1c(NCCOCCO)cc(C)nc21 | 104 | 2 | 86 | 40 | 4 | 82 | 134 | 104
CCn1c(C)c(C)c2cc(C(=O)Nc3cccc(Cl)c3)ccc21 | 94 | -10 | 107 | -8 | -2 | 89 | 128 | 114
COc1ccc(C2=Nn3c(nnc3-c3ccccc3Cl)SC2)cc1OC1CCOC1 (stereo not drawn) | 78 | 7 | 92 | 24 | 7 | 89 | 89 | 119
COc1ccc(NC(=O)CC2C(=O)N(Cc3ccco3)C(=S)N2C(C)C)cc1 (stereo not drawn) | 92 | -1 | 94 | 10 | -7 | 101 | 95 | 103
Cc1ccc(C)c2[nH]c(=O)c(CN(Cc3nnnn3C3CCCCC3)CC3CCCO3)cc12 (stereo not drawn) | 99 | -1 | 96 | 6 | 0 | 104 | 102 | 94
CC(C)(C)OC(=O)C[C@@H]1C/C=C\C[C@@H](CC(=O)N[C@H](CO)Cc2ccccc2)C(=O)NCCOC1=O | 108 | 6 | 102 | -2 | 0 | 103 | 103 | 101
CCCN1CNC(=S)N(Cc2ccccc2)C1 | 104 | 2 | 104 | 1 | 12 | 102 | 112 | 107
O=C(CCNS(=O)(=O)c1ccccc1)OCC(=O)c1ccc(Cl)cc1 | 80 | 3 | 89 | -2 | 0 | 100 | 93 | 95
CC(=O)Nc1cccc(NC(=O)C2CC(=O)N(CCc3ccc(F)cc3)C2)c1 (stereo not drawn) | 96 | 5 | 101 | 0 | 5 | 97 | 95 | 95

Retrieved by compound from above (two):
SMILES | CIT2 TOR yeast | proCasp7 act | RPL19A TOR yeast | AHR activator | procasp3 activ | AGP1 TOR yeast | MEP2 TOR yeast | LAP4 TOR yeast
COc1ccc(N(CC(=O)NCc2ccco2)S(=O)(=O)c2ccccc2)cc1 | 101 | -3 | 97 | 0 | 2 | 97 | 100 | 90
COc1ccc(NC(=O)CC2C(=O)N(Cc3ccco3)C(=S)N2C(C)C)cc1 (stereo not drawn) | 92 | -1 | 94 | 10 | -7 | 101 | 95 | 103

Later entries
SMILES | CIT2 TOR yeast | proCasp7 act | RPL19A TOR yeast | AHR activator | procasp3 activ | AGP1 TOR yeast | MEP2 TOR yeast | LAP4 TOR yeast
Clc1ccccc1Cc1noc(CN2CCN(c3cnccn3)CC2)n1 | 106 | 7 | 95 | 32 | 6 | 101 | 95 | 92
CN(C)/C=C/C(=O)c1cccc(Cl)c1 | 91 | -9 | 102 | -2 | -8 | 93 | 100 | 105
O=C(Cc1cccs1)N1CCN=C1SCc1cccc(F)c1 | 89 | 6 | 91 | 0 | 4 | 94 | 99 | 102
CCOc1c(Br)cc(C2NS(=O)(=O)N=C3CCCCCN32)cc1OC (stereo not drawn) | 88 | -1 | 98 | 3 | 1 | 92 | 93 | 96
Cc1ccc(C)c(NC(=O)CN(C)C(=O)c2ccncc2)c1 | nt | 2 | 109 | 0 | 2 | 100 | 113 | 85
Cc1ccc(C2C(=O)c3ccccc3C2=O)cc1 | 104 | -1 | 111 | 5 | -6 | 105 | 109 | 101
CNC(=O)N1c2ccccc2NC(=O)CC1C (stereo not drawn) | 109 | 4 | 107 | 1 | 6 | 110 | 107 | 104
O=C(Nc1ccccc1N1CCCCC1)c1ccc(Cl)cc1 | 101 | 4 | 100 | -1 | -2 | 95 | 99 | 98
Nc1nc2ccc(N3CCOCC3)cc2s1 | 88 | 2 | 98 | 13 | 9 | 96 | 97 | 103
CCN(CC)C(=O)C1CCCN(Cc2ccc(OC)c(C)c2C)C1 (stereo not drawn) | 117 | 16 | 100 | -3 | -1 | 101 | 101 | 87
O=C1C=C(c2ccccc2C(F)(F)F)C[C@@H](c2ccc3c(c2)OCO3)C1 | 99 | 1 | 100 | 14 | -3 | 104 | 101 | 104
O=C(Cc1ccc(-n2cccc2)cc1)N1CCc2ccccc21 | 96 | 7 | 98 | -9 | -3 | 98 | 100 | 100
Cc1nn(-c2ccccn2)c2c1C(c1ccccc1Cl)C1=C(N2)c2ccccc2C1=O (stereo not drawn) | 108 | 12 | 106 | -1 | 7 | 94 | 106 | 89
CC(=O)OCc1cc(-c2nn(C)c(=O)c3ccccc23)ccc1C | 89 | -36 | 96 | 4 | 2 | 96 | 97 | 107
